Screens: PubChem BioAssay, several laboratories
CIT2-GFP yeast – modulators of TOR pathway CIT2-GFP in S. cerevisiae; S. cerevisiae CIT2-GFP strain, flow cytometry, 3 h; 100 means same as DMSO wells; GFP response vs DMSO, % at 10 µM; 0.065% of 320,000 active; AID 2029;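 active means GFP response relative to DMSO above a set limit, near the screen mean plus 3 SD, cut at about 150% in these data; inconclusive means Fewer than 70 cells measured for a yeast strain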;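 further: ratio of well median GFP fluorescence to mean of DMSO wells on the plate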
MEP2 TOR yeast – modulators of TOR pathway MEP2-GFP in S. cerevisiae | S. cerevisiae MEP2-GFP strain, flow cytometry GFP, 3 h; 100% = DMSO control level | GFP response vs DMSO, % at 10 µM | 0.51% of 330,000 active;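 active means GFP response versus DMSO above a set limit, roughly screen mean plus 3 SD, cut at about 180% in these data; inconclusive means fewer than 70 cells counted for a yeast strain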;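 further: median GFP fluorescence of the barcode-gated MEP2-GFP cells per well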
LAP4-GFP MLPCN – alters LAP4-GFP fluorescence in TOR pathway yeast screen; S. cerevisiae LAP4-GFP multiplex, flow cytometry GFP, 3 h; median GFP as percent of DMSO wells; 0.34% of 320,000 active; AID 2023; GFP response vs DMSO, % at 10 µM;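 active means GFP response vs DMSO above a set limit, about the screen mean plus 3 SD, cut at about 150% in these data; inconclusive means under 70 cell events counted for the yeast strain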
Yeast superoxide – lowers age-related superoxide in aged yeast cells. S. cerevisiae aged cells, superoxide DHE fluorescence; stronger effect = lower value. superoxide response (% of plate mean), % at 10 µM. 0.18% of 330,000 active;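 active means superoxide response under a set limit, about three screen SD below normal, cut at about 65% in these data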;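 further: yeast aged for seven days with compound at 30 °C before DHE staining; 100% = average MFI of all compound-treated wells on the plate with controls excluded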
RPL19A-GFP yeast – alters RPL19A-GFP fluorescence in TOR pathway yeast screen. 0.3% of 330,000 active. percent response vs DMSO, % at 10 µM. S. cerevisiae RPL19A-GFP strain, flow cytometry, 3 h; stronger effect = lower value. AID 2025;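 active means percent response vs DMSO below 50%; inconclusive means fewer than 70 events counted for the yeast strain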;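 further: median channel GFP fluorescence of the barcoded RPL19A-GFP strain; ratio of sample median GFP to plate DMSO average so 100% = DMSO; lower means less RPL19A-GFP as with rapamycin TOR inhibition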
Efflux pump mplx – blocks antifungal efflux pumps in multiplex yeast assay; 0.44% of 330,000 active; AID 485275; inhibition, % at 10 µM; S. cerevisiae Candida pump triplex, Nile Red efflux;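 active means plate passing quality check with inhibition over a set limit, or well fluorescence over plate mean plus 4 SD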;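 further: Nile Red retained in pooled yeast measured as flow cytometry median fluorescence; 0% = buffer negative control and 100% = Enniatin B positive control; higher means more Nile Red kept so more efflux inhibition; some compounds called inactive have numbers as strong as hits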
AHR act – human AHR activation. P35869. AHR-responsive luciferase reporter cells, luminescence. activation, % at 5 µM. 2.5% of 320,000 active. AID 2796; in the data active means activation above about 47%;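 further: 0% = vehicle wells and 100% = reference agonist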
Target sequence (P35869 whole entry, looked up): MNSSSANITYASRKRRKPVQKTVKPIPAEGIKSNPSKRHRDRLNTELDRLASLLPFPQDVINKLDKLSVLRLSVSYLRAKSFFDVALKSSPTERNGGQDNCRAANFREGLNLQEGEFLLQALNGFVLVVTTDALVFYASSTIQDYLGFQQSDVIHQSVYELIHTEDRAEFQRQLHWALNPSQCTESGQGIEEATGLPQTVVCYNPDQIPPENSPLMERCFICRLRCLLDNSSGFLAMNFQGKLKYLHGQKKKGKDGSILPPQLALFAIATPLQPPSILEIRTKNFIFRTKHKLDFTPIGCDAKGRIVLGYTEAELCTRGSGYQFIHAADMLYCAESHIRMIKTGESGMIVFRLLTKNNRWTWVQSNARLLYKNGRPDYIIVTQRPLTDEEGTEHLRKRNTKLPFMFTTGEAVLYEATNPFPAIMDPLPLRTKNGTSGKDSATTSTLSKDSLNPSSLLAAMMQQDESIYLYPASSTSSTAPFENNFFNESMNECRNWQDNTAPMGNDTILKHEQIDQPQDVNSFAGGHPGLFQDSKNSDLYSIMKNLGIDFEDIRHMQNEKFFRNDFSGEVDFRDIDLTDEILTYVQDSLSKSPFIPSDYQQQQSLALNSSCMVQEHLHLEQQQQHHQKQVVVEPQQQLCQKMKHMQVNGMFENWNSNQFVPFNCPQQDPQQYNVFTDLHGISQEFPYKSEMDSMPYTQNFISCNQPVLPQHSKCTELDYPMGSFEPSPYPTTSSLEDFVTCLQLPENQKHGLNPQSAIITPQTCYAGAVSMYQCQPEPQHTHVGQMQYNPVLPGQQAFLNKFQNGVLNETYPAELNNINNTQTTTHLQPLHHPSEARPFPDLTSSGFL
AGP1 TOR yeast – alters AGP1-GFP fluorescence in TOR pathway yeast screen | S. cerevisiae AGP1-GFP multiplex flow cytometry, 3 h; GFP as percent of DMSO wells | GFP response vs DMSO, % at 10 µM | 0.02% of 320,000 active;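 active means GFP response relative to DMSO above a set limit, near screen average plus 3 SD, cut at about 150% in these data; inconclusive means fewer than 70 cells counted for the yeast strain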;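 further: median GFP channel fluorescence of the gated AGP1 strain per well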
* = called active by the depositor; u = inconclusive; x = no result given; [ ] = another dose, or the depositor's remark.

SMILES	CIT2-GFP yeast	MEP2 TOR yeast	LAP4-GFP MLPCN	Yeast superoxide	RPL19A-GFP yeast	Efflux pump mplx	AHR act	AGP1 TOR yeast
Cc1oc(-c2ccccc2Cl)nc1CS(=O)CC(=O)NCCCN1CC(C)CC(C)C1 (stereo not drawn)	110	111	97	102	100	0.0	0	105
Cc1cccc(-n2ncc3c(N4CCC(C)CC4)ncnc32)c1	89	87	87	110	95	0.1	-6	89
O=C(NCc1ccc2c(c1)OCO2)c1ccc(S(=O)(=O)C(F)F)cc1	98	96	90	110	93	-0.1	5	94
Cc1cc(C)c2c(CN3CCCCC3C)cc(=O)oc2c1 (stereo not drawn)	99	96	86	89	100	0.0	1	90
CC1CCN(CCCN2C(=O)C3C(C(=O)Nc4ccc(Cl)cc4)C4C=CC3(O4)C2C(=O)NC2CCCCC2)CC1 (stereo not drawn)	90	98	91	92	100	-0.1	-1	85
COc1ccc(OC)c(CNc2c(C=O)c(=O)[nH]c3ccccc23)c1	97	109	93	103	103	0.1	8	95
NC1=NC(=O)C(Cc2cccc(Cl)c2Cl)S1 (stereo not drawn)	100	62	96	102	105	0.7	1	101
CCC(=O)Nc1ccc2c(c1)ncn2CCc1ccccc1	85	92	x	100	84	0.1	5	90
Cc1cc(C)n2nc(C(=O)OCC(=O)NCc3ccc(F)cc3)nc2n1	103	96	100	96	95	-0.3	1	100
CN1CCN(S(=O)(=O)c2cccc(C(=O)Oc3cccc(Br)c3)c2)CC1	95	100	108	133	97	-0.1	2	104
C=CCc1ccccc1OCC(CN1CCCCC1)OC(C)=O (stereo not drawn)	104	100	98	96	99	0.1	0	103
CSc1nc(C)c2c(n1)N(c1ccc(F)cc1)CC2	102	113	114	103	104	0.1	-3	102
O=C(O)CC1Sc2nnc(COc3ccc(Cl)cc3)n2N=C1c1ccccc1 (stereo not drawn)	95	103	105	103	99	0.0	1	97
O=C(N/N=C/c1ccc(-c2ccccc2[N+](=O)[O-])o1)c1cccnc1	93	103	105	96	100	0.1	55*	98
O=C(CSc1ccccc1)NCCc1ccccc1	96	102	99	108	99	0.1	1	112
O=C(COC(=O)/C=C/c1ccccc1Cl)NC(=O)Cc1ccccc1	105	98	108	97	112	-0.8	-4	117
CCCNC(=S)Nc1ccc(Nc2ccccc2)cc1	87	97	92	97	91	0.1	7	x
COCCCNC(=O)c1c(N)n(-c2ccc(S(N)(=O)=O)cc2)c2nc3ccccc3nc12	101	100	95	112	99	0.2	-7	100
COc1ccc(OC)c(Nc2nc(NCCCN(C)C)nc(N)c2[N+](=O)[O-])c1	105	98	107	105	100	-0.1	38	108
CCCn1c2c(c(O)c(C(=O)Nc3ncccc3O)c1=O)CCCC2	100	122	112	99	107	-0.1	3	110
CCOC(=O)C1CCN(C(=O)c2cc3c(=O)n4cccc(C)c4nc3s2)CC1	u	200*[may fluoresce violet]	76[may fluoresce violet]	103	54[may fluoresce violet]	-0.2	11	u
CCOc1ccc(C(=O)Nn2cnnc2)cc1OCC	103	98	107	128	100	0.1	0	106
Nc1cc(=O)[nH]c(SCC(=O)N2CCC(Cc3ccccc3)CC2)n1	101	106	105	77	107	-0.1	0	109
Cn1c(SCC(=O)N2c3ccccc3Sc3ccccc32)nc2ccccc21	84	87	97	99	100	-0.3	4	93
CCOc1cc(NC(=S)NCC2CCCO2)c(OCC)cc1NC(=O)CC(C)C (stereo not drawn)	97	102	104	98	99	0.1	16	102
CC(C)CCn1c(SCc2ccc(Cl)cc2)nc2c1c(=O)[nH]c(=O)n2C	108	112	98	101	106	0.2	0	104
CC(C)(C)C(=O)[C@@H]1[C@@H]2C(=O)N(C3CCCCC3)C(=O)[C@@H]2[C@H]2c3ccccc3C=CN12	88	96	95	123	90	0.3	93*	88
C=CCSc1nc(N)cc(=O)[nH]1	100	103	107	100	99	-0.1	0	104
S=C(NCCN1CCOCC1)N/N=C/c1cccs1	102	100	94	82	101	-0.1	1	100
COc1ccc2[nH]c(O)c(N=NC(=O)Cc3cccs3)c2c1	92	97	108	102	97	0.0	16	94

Two neighbouring entries out of the list so far, quoted:
SMILES	CIT2-GFP yeast	MEP2 TOR yeast	LAP4-GFP MLPCN	Yeast superoxide	RPL19A-GFP yeast	Efflux pump mplx	AHR act	AGP1 TOR yeast
S=C(NCCN1CCOCC1)N/N=C/c1cccs1	102	100	94	82	101	-0.1	1	100
COc1ccc2[nH]c(O)c(N=NC(=O)Cc3cccs3)c2c1	92	97	108	102	97	0.0	16	94

(next part)
SMILES	CIT2-GFP yeast	MEP2 TOR yeast	LAP4-GFP MLPCN	Yeast superoxide	RPL19A-GFP yeast	Efflux pump mplx	AHR act	AGP1 TOR yeast
O=C(Nc1ccc(Cl)c(Cl)c1)Oc1ccc(NC(=O)c2ccco2)cc1	85	92	98	111	91	0.0	14	87
CCOc1ccccc1OCC(=O)Nc1cc(S(=O)(=O)N2CCCCC2)ccc1OC	101	104	101	111	98	-0.1	1	109
O=C1[C@@H]2Cc3c([nH]c4ccccc34)C(c3ccccc3)N2C(=O)CN1C1CCN(Cc2ccccc2)CC1 (stereo partly drawn)	96	107	91	113	102	0.2	12	94
Cc1nn(-c2ccccc2)c2c1C(c1ccc(F)cc1F)C(C#N)=C(N)O2 (stereo not drawn)	104	101	98	95	100	-0.1	9	104
Cc1cc(=O)oc(C)c1C(=O)N1CCN(c2ccc(F)cc2)CC1	99	99	99	112	97	0.1	0	99
O/C(=C\c1nc2ccccc2[nH]1)c1cccs1	110	94	133	148	100	-0.1	36	104
CC(C)(C)c1ccc(O)c(N=Cc2cc3c(cc2[N+](=O)[O-])OCO3)c1	107	108	92	106	105	0.0	27	95
CCC(C(=O)Nc1ccc(OC)c(Cl)c1)c1ccccc1 (stereo not drawn)	94	77	96	89	102	-1.7	0	98
O=C(CSCc1ccccc1Cl)Nc1c[nH]c(=O)[nH]c1=O	101	94	99	93	99	0.2	0	95
Cc1ccc2nc3c(c(C(=O)O)c2c1)CCC3	x	101	95	93	104	0.0	-1	102
CCn1c(SCC(=O)NCc2ccco2)nc2ccccc2c1=O	100	97	104	99	97	0.0	5	99
O=C(COC(=O)c1cc(=O)[nH]c2ccccc12)NCc1ccccc1Cl	81	91	91	116	93	0.4	7	94
CS(=O)(=O)N1CCC(Oc2cccc(C(=O)NCCCOc3cccnc3)c2)CC1	108	104	81	96	112	0.0	5	99
CCCOc1cc(NCc2ccccc2)c2ncn(C(C)C)c2c1	100	99	109	107	94	0.4	7	95
COc1nc2ccccc2c(=O)n1OCC(C)C	x	94	90	108	92	0.1	12	91
CCOc1ncccc1C(=O)Nc1ccc(Cl)cc1	102	103	96	108	99	-0.1	117*	x
COc1cc(C2CC(=O)N(c3ccc(C)cc3)C(=O)C2)cc(OC)c1OC	106	98	111	90	101	-0.2	0	110
Cc1cc(C)n2nc[n+](C)c2n1	92	101	92	116	100	0.1	6	99
COc1ccc(OCC(=O)Nc2ccc(N3CCOCC3)cc2)c([N+](=O)[O-])c1	85	96	111	119	99	0.1	11	98
O=C1/C(=C\c2ccsc2)N2CCC1CC2	103	96	103	94	101	-0.1	1	100
Cc1ccc(NC(c2ccccc2)c2nc3ccccc3[nH]c2=O)cc1 (stereo not drawn)	90	101	98	97	97	0.0	13	99
c1ccc(C2CN3CCSC3=N2)cc1 (stereo not drawn)	95	100	100	98	106	0.0	5	101
CC(=O)c1ccc(NC(=O)C2CCCN(S(=O)(=O)c3ccc(-n4cnnn4)cc3)C2)cc1 (stereo not drawn)	97	100	96	112	101	0.0	0	104
CCOC(=O)c1cc(C#N)c(SCC(=O)O)[nH]c1=O	100	103	108	89	96	-0.2	2	102
Cc1ccc(C(=O)NC(=C(Cl)Cl)S(=O)(=O)c2ccc(Cl)cc2)cc1	100	97	89	104	102	0.0	0	103
CCOC(=O)CN1C(=O)C(O)(CC(=O)c2ccccn2)c2ccccc21 (stereo not drawn)	100	102	110	96	104	0.0	-3	112
CCOC(=O)CN(C(=O)CSc1nnnn1C)c1ccccc1	98	100	96	94	96	0.1	1	98
COc1cccc(-n2cnc3sc(C)cc3c2=O)c1	95	100	104	92	97	-0.1	1	94
O=C(COC(=O)c1cccs1)Nc1nc(-c2ccccc2)cs1	105	103	104	119	112	0.1	10	101
CC(C)NCC(O)COc1cccc2[nH]ccc12 (stereo not drawn)	91	99	130	94	100	0.2	-1	91
Nc1nnnn1CC(=O)N/N=C/c1cc([N+](=O)[O-])ccc1O	104	99	103	106	99	-0.1	4	105
Cc1csc2ncc(C(=O)Nc3ccc(C(F)(F)F)cc3)c(=O)n12	91	105	105	114	97	0.0	58*	98
Cc1oc(-c2ccccc2F)nc1CS(=O)(=O)CC(=O)NCCCc1ccccc1	99	101	96	127	99	0.2	2	91
COc1ccc(-n2nnnc2SCC(=O)NC(=O)Nc2ccc3c(c2)OCCO3)cc1	105	115	100	103	93	-0.2	4	102
Cn1nc(C(F)(F)F)c(C#N)c1N1CCN(c2ccccn2)CC1	89	96	80	86	96	0.2	-1	90
O=C(CSc1nc(-c2ccccc2)cc(=O)[nH]1)N1CCOCC1	94	140	101	99	97	0.1	6	106
Cc1cc(C)c(OCC(=O)N2CC=C(c3ccccc3)CC2)c(C)c1	97	93	85	92	76	0.0	5	91
CCOC(=O)c1c(NC(=O)COC(=O)c2c(C)noc2C)sc2c1CCC2	80	91	86	78	91	-0.2	-1	90
O=C(COC(=O)c1cccs1)Nc1cccc(S(=O)(=O)NC2=NCCCCC2)c1	95	96	91	80	97	0.0	-1	94
O=C(OCc1cccs1)c1ccccc1NS(=O)(=O)c1ccc2c(c1)OCCO2	89	94	96	109	97	0.2	6	102
COc1ccc(Cl)cc1S(=O)(=O)N1CCC(C(=O)NC2CC2)CC1	99	101	94	107	99	0.0	-1	99
CC(Oc1ccc2c3c(c(=O)oc2c1)CCCC3)C(=O)NCCN1CCOCC1 (stereo not drawn)	105	94	97	109	104	0.0	0	107
CCC(C)(C)NC(=O)CN(Cc1ccc2c(c1)OCO2)C(=O)CCC(=O)Nc1cc(C)ccn1	101	103	94	101	102	0.1	3	104
Cc1ccc(C(=O)OCC(=O)Nc2sc3c(c2C#N)CCC3)cc1	98	105	101	106	112	-0.2	-3	108
O=C(COC(=O)CNC(=O)C1CCCCC1)Nc1ccc2c(c1)OCCO2	100	97	106	108	111	0.1	3	105
CC(=O)Nc1ccc(S(=O)(=O)N(C2=NCC(C)S2)c2ccccc2)cc1 (stereo not drawn)	97	99	96	98	98	-0.3	2	100
Cc1ccccc1CNS(=O)(=O)c1c(C)[nH]c(C)c1C(=O)N1CCCCC1	106	105	99	92	100	0.0	6	106
CCCC1(c2ccccc2)NC(=O)N(CC(=O)c2[nH]c(C)c(C(=O)OCC)c2C)C1=O (stereo not drawn)	104	105	105	100	97	0.0	29	104
Cc1ccc(S(=O)(=O)Nc2cc(NC(=O)CN3CCOCC3)ccc2Cl)cc1	99	95	100	110	94	-0.1	4	x
O=C(Nc1cc(Cl)cc(Cl)c1)c1coc(=O)c(Br)c1	94	114	110	97	105	-0.1	1	102
CNC(=O)/C(C#N)=C/c1c(N2CCN(C)CC2)nc2c(C)cccn2c1=O	86	92	x	109	84	0.0	2	92
COC(=O)c1cc(NC(=O)c2cc(-c3ccc(C(F)(F)F)cc3)oc2C(F)(F)F)ccc1N1CCOCC1	101	102	106	110	103	-0.1	-2	107
COc1ccc(C(=O)N/N=C(\C)c2ccc(NC(=O)Cc3ccccc3)cc2)c(OC)c1	103	96	93	101	112	0.1	5	106
